# Source: PubChem
# TAAR1 ag – human TAAR1 agonism; Q96RJ0; CHO RD-HGA16 TAAR1, Fluo-8 calcium fluorescence; vehicle wells 0%, saturating PEA agonist 100%; activation, % at 3 µM; hit rate 0.99% among 360,000; AID 624467;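 active means activation above the mean activation of all test compounds in the run plus 3 SD, cut at about 38% in these data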
# Target sequence (Q96RJ0 whole entry, looked up): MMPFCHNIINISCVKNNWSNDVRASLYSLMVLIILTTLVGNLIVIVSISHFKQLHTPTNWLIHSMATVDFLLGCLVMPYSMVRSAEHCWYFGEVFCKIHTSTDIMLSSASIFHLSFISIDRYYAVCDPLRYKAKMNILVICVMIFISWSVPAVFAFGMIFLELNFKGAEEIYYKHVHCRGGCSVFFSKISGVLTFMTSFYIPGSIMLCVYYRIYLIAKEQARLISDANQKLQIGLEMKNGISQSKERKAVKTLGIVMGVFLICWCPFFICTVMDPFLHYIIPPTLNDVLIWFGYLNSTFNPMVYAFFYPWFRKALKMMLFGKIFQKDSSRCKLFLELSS
#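 Signal – calcium-sensitive Fluo-8 signal, excitation 470-495, emission 515-575 nm · System – RD-HGA16 (CHO) cells co-expressing Gα16 and hTAAR1 · Incubation – 17-24 h seeding, 75 min 37 °C dye, 30 min RT · Compound dosing – 3 µM single concentration · Repeats – no replicates (n 1)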
# TAAR1 antagonist – antagonists of human TAAR1. hit rate 1.5% among 360,000. Q96RJ0. CHO RD-HGA16 TAAR1, Fluo-8 calcium fluorescence, antagonist. inhibition, % at 3 µM;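 active means inhibition above a per-plate cutoff, the mean inhibition of test compounds on that plate plus 3 SD, cut at about 49% in these data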;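 further: 0% = DMSO plus EC80 beta-PEA response and 100% = DMSO alone without agonist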
#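 test system = CHO RD-HGA16 cells bearing hTAAR1 | replication = singlicate | controls = DMSO-only wells and EC80 β-PEA-stimulated wells | reagent = EC80 β-phenethylamine stimulus | read-out basis = percent inhibition of PEA-evoked calcium signal, max/basal emission ratio | schedule = seeding 17-24 h prior, 75-min 37 °C, 30-min RT dye loading | signal = kinetic Fluo-8 calcium fluorescence measurement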
# * marks the source's active call; other numbers are inactive results. These rows are one share of the data, so the mix of outcomes need not match the whole.
# Start of the listing, in advance (two entries):
mol,TAAR1 ag,TAAR1 antagonist
O=C(N[C@@H](Cc1cccnc1)C(=O)N1CCC[C@H]1C(=O)NCCc1ccccc1Cl)C1CC1,46*,26
COC(=O)c1cc2c(c3c4cc(OC)ccc4n(S(=O)(=O)c4ccc(C)cc4)c13)C(=O)N(C)C2,0,-19

# The list itself, previewed entries included:
mol,TAAR1 ag,TAAR1 antagonist
O=C(N[C@@H](Cc1cccnc1)C(=O)N1CCC[C@H]1C(=O)NCCc1ccccc1Cl)C1CC1,46*,26
COC(=O)c1cc2c(c3c4cc(OC)ccc4n(S(=O)(=O)c4ccc(C)cc4)c13)C(=O)N(C)C2,0,-19
C(=N\Nc1nc(Nc2ccccc2)nc(N2CCCCC2)n1)/c1ccco1,2,17
Cc1cc2c(c(=O)o1)[C@@]1(C(=O)N(C)c3c(Br)cccc31)C1=C(CCCC1=O)O2,1,-20
COCc1[nH]nc2c1C(c1cccc(C(F)(F)F)c1)N(c1ccc(OC)cc1)C2=O (stereo not drawn),1,-15
CCC(CC)CN1CCC(CN2C(=S)NC[C@@H]2Cc2ccccc2)CC1,1,-14
CCOC(=O)C1=C(C)Nc2nnnn2C1c1c[nH]c2ccccc12 (stereo not drawn),0,1
NC(=O)c1ncn([C@@H]2O[C@H](C(=O)N3CCN(CC(=O)Nc4ccccn4)CC3)[C@@H](O)[C@H]2O)n1,0,-20
Nc1nc2cc3c(cc2cc1C(=O)NCCc1c[nH]c2ccccc12)OCO3,9,52*
Cc1onc(-c2c(F)cccc2Cl)c1-c1ncc(-c2ccc(Cl)cc2)o1,2,1
Nc1[nH]c(C(=O)c2ccccc2)c(-c2ccc(Cl)cc2Cl)c1C(=O)c1ccccc1,1,-38
C[C@@H]1CN([C@@H](C)CO)C(=O)CCCn2cc(nn2)CO[C@H]1CN(C)C(=O)Nc1cccc2ccccc12,5,-22
Cc1nc([N+](=O)[O-])cn1CC(Cl)Cn1cc([N+](=O)[O-])nc1C,2,-16
Cn1c(Cc2ccc3c(c2)OCO3)nnc1SCC(=O)NC1CCCC1,3,1
Cc1cc(NC(=O)CCc2c[nH]c3ccccc23)ccc1Nc1cccnc1,7,26
COC(=O)C1=C(C)N(Cc2cccc(C(F)(F)F)c2)C(=NCc2ccc3c(c2)OCO3)NC1c1ccccc1C(F)(F)F (stereo not drawn),4,-5
CCOC(=O)CCc1c(C)c2ccc(OCc3cc([N+](=O)[O-])ccc3OC)c(C)c2oc1=O,0,-5
CC1(C)O[C@@H]2[C@H](O1)[C@@H](O)C[C@H]2n1cnc2c(Cl)ncnc21,0,-16
CCCc1c(-c2ccc(OC)cc2)ncn1CCc1ccccc1OC,15,27
CCc1cc2c(nc1CC)CCCN2S(=O)(=O)c1c(C)noc1C,0,-21
CN1CCCCC(NC(=O)c2c(F)cccc2F)C1=O (stereo not drawn),2,-5
CCc1c(-c2ccc(F)cc2F)ncn1CCc1ccccc1OC,15,1
COC(=O)C1=C(C)N(Cc2ccccc2C(F)(F)F)C(=NCc2ccc(OC)cc2)NC1c1ccc(C(F)(F)F)cc1 (stereo not drawn),9,2
Cc1n[nH]c(=S)c2nn(-c3cccc(Cl)c3)c(C)c12,5,13
CCc1cc2c(nc1CC)CCCN2S(=O)(=O)c1ccc(C(F)(F)F)cc1,-1,-6

# The last two records of the section above come first, to join the parts.
mol,TAAR1 ag,TAAR1 antagonist
Cc1n[nH]c(=S)c2nn(-c3cccc(Cl)c3)c(C)c12,5,13
CCc1cc2c(nc1CC)CCCN2S(=O)(=O)c1ccc(C(F)(F)F)cc1,-1,-6
CC(=O)N1C[C@@H](CO)[C@@H]2C[C@H]1c1ccccc1N2C,1,-6
CCCN1CCCCC(NC(=O)c2ccc(F)c(F)c2)C1=O (stereo not drawn),0,-21
O=C(NC1CCCC1)[C@@H]1CCCN1C(=O)[C@H](Cc1cccnc1)NC(=O)N1CCOCC1,3,-6
COc1ccc(Sc2cccc3c2S(=O)(=O)N([C@H](C)c2ccccc2)C[C@@H](COCc2ccccc2)O3)cc1OC,2,-20
C=CCNc1cccc2c1S(=O)(=O)N[C@@H](CC(C)C)CO2,-1,-7
CC(C)(C)c1ccc(-c2cc(NC(=O)Cc3c[nH]c4ccccc34)ccc2Nc2cccnc2)cc1,1,-32
COc1ccc(CN2c3ccccc3C(=O)CS2(=O)=O)cc1OC,0,-4
COC(=O)c1cc2c(c3c4cc(F)ccc4n(C(=O)c4ccccc4)c13)C(=O)N(Cc1ccco1)C2,15,68*
O=C(N[C@H](C(=O)N1CCC[C@H]1C(=O)NC1CCCC1)C1CCCCC1)c1nccs1,2,-32
COC(=O)c1cc2c(c3c4ccccc4n(S(=O)(=O)c4cccc(C)c4)c13)C(=O)N(Cc1ccc(N(C)C)cc1)C2,0,-1
O=C(CCc1c[nH]c2ccccc12)Nc1ccc(Nc2cccnc2)cc1,4,29
COC(=O)C1=C(C)N(Cc2ccccc2C(F)(F)F)C(=NCC2CC2)NC1c1cccc(F)c1 (stereo not drawn),13,-16
c1ccc(COCc2ccccc2)cc1,1,-10
O=C(C(=O)N1CCN(S(=O)(=O)c2ccc(Cl)cc2)CC1)c1cccc(C(F)(F)F)c1,0,-12
Cc1c(C(=O)N2CC(C)OC(C)C2)sc2nc(-c3ccccc3)cn12 (stereo not drawn),6,-9
O=C1CC2c3cc(-c4cc5ccccc5o4)ccc3CCN2C(=O)CN1Cc1ccccc1 (stereo not drawn),5,54*
C=CCN=C1NC(c2cccc(C(F)(F)F)c2)C(C(=O)OC)=C(C)N1C (stereo not drawn),0,5
C[C@@H]1Cn2cnc(C(=O)N3CCN(C(=O)OC(C)(C)C)CC3)c2C(=O)N1,1,-10
C[C@@H]1CCCCO[C@@H](CN(C)C(=O)CCC(F)(F)F)[C@@H](C)CN([C@H](C)CO)C(=O)c2cc(NS(=O)(=O)c3cccs3)ccc2O1,2,3
COc1ccccc1CCn1cnc(-c2ccccc2OC)c1C(C)C,52*,29
CCCCCn1cc(CCC(=O)Nc2ccc(Oc3cccnc3)cc2)c2ccccc21,-1,3
CCCCNc1ccc2c(c1)OC[C@H](Cc1ccccc1)NS2(=O)=O,-2,2
CC(=O)Oc1cc(C)c(Cl)c2c(OC(C)=O)cc(C(C)=O)c(O)c12,2,-3
CCOC(=O)[C@@H]1CSCCS(=O)(=O)N1C(=O)[C@H](CC(C)C)NC(=O)OC(C)(C)C,13,-1
C=CCN=C1NC(c2cccc(Cl)c2)C(C(=O)OC)=C(C)N1Cc1cccc(C(F)(F)F)c1 (stereo not drawn),67*,81*

# Not a retest: 3 of the compounds above.
mol,TAAR1 ag,TAAR1 antagonist
O=C(CCc1c[nH]c2ccccc12)Nc1ccc(Nc2cccnc2)cc1,4,29
COC(=O)C1=C(C)N(Cc2ccccc2C(F)(F)F)C(=NCC2CC2)NC1c1cccc(F)c1 (stereo not drawn),13,-16
c1ccc(COCc2ccccc2)cc1,1,-10

# The listing continues.
mol,TAAR1 ag,TAAR1 antagonist
COC(=O)c1cccc2c([N+](=O)[O-])c(NC(C)=O)cc(C(=O)OC)c12,0,-2
Cc1ccccc1CN1[C@@H](C)[C@H](c2ccccc2)Oc2cccc(NCCc3ccccc3)c2S1(=O)=O,31,-2
C[C@@H]1CCCCO[C@@H](CN(C)C(=O)NC2CCCCC2)[C@@H](C)CN([C@H](C)CO)C(=O)c2cc(N(C)C)ccc2O1,-1,-3
Cn1ncc2c(NCc3cccc(C(F)(F)F)c3)c(C(=O)O)cnc21,9,7
COC(=O)c1cc2c(c3c4ccccc4n(S(=O)(=O)c4ccc(OC)cc4)c13)C(=O)N(Cc1ccco1)C2,0,-27
COC(=O)[C@]12C[C@H](CC(=O)N3CCOCC3)C(=O)N(Cc3ccccc3)C1=C[C@H](C(C)C)O[C@@H]2C1CC1,1,-13
CN1CCCCC(NC(=O)c2ccc3ccccc3c2)C1=O (stereo not drawn),0,3
COC(=O)Cc1nnn2c1[C@H](C)[C@@H](OC)c1ccccc1-2,2,-9
CC(=O)Nc1ccc(S(=O)(=O)N2CCN(C(=O)C(=O)c3cccc(C(F)(F)F)c3)CC2)cc1,9,2
CCN(CC)C(=O)c1ncn2c1C(=O)NC[C@@H]2C,1,-3
Cc1csc(NC(=O)c2ccc(C)c(S(=O)(=O)N3CCOCC3)c2)n1,3,4
C#CCN(Cc1cccc(F)c1)C(=O)c1nnc2c3ccccc3n(S(=O)(=O)c3ccc(C)cc3)c2n1,-1,0
O=C(NCc1ccccc1)[C@@H]1CCCN1C(=O)[C@H]1CCCN1C(=O)c1ccc(F)c(C(F)(F)F)c1,0,-7
Cc1onc(-c2ccccc2)c1C(=O)NCC1CCN(C(=O)C(=O)c2cccs2)CC1,0,-11
CO[C@@H]1[C@H](O)CC[C@]2(O)CN(c3ccc(F)cc3)[C@](C)([C@H](O)CC=C(C)C)[C@@H]12,4,-22
CC(C)(C)S(=O)N1C[C@H]2CC(=O)C=C2[C@@H]1CCO (stereo partly drawn),3,-14
C[C@H](O)[C@@H]1C(=O)N2CCc3c([nH]c4cccc(-c5ccccc5)c34)[C@@H]2C[C@@H]1N(C)C(=O)Nc1ccccc1,1,11
CCCCCCc1cc2cc(-c3nnc(-c4cccc(OC)c4)o3)c(=O)oc2cc1O,17,15
CC(Sc1ccsc1[N+](=O)[O-])C(=O)NCc1ccccc1 (stereo not drawn),2,1
Nc1ccn([C@@H]2O[C@H](C(=O)N[C@H](Cc3ccccc3)C(=O)N3CCN(CC(=O)N4CCCC4)CC3)[C@@H](O)[C@H]2O)c(=O)n1,3,-14
CCCC(=O)OC[C@H]1CN(C2CCCC2)S(=O)(=O)c2c(Oc3ccc(C(C)(C)C)cc3)cccc2O1,2,-19
S=C1NCCN1c1ccc(Cl)cc1,2,-10
Cc1ccc(NC(=O)COC(=O)c2ccc3c(c2)NC(=O)C2CCCN32)cc1C (stereo not drawn),-1,21
Cc1cc(O)cc(=O)n1-c1cc(C(F)(F)F)cc(C(F)(F)F)c1,3,1
Nc1ccn([C@@H]2O[C@H](C(=O)N[C@H](Cc3ccccc3)C(=O)N[C@H]3CCCCNC3=O)[C@@H](O)[C@H]2O)c(=O)n1,13,-9

# (list continues)
mol,TAAR1 ag,TAAR1 antagonist
COc1ccccc1Cc1c(-c2cccc(Br)c2)nc2ccc(C)cn12,4,-28
CC(=O)N1C[C@@H](CO)[C@@H](N(C)C(=O)Nc2cccc3ccccc23)C[C@H]1c1ccccc1,0,1
CCCCCCCCN1C(=O)[C@@H](CC(=O)NCC23CC4CC(CC(C4)C2)C3)C[C@@]2(C(=O)OC)C1=C[C@H](C(C)(C)C)O[C@@H]2C,1,-1
O=C(N/N=C(\c1ccccc1)c1cccnc1)c1cc(O)ccc1O,-2,3
CC1=C(c2ccccc2)C(=O)C(C)(C)CC1=O,6,-13
COc1ccccc1CCn1cnc(-c2ccccc2OC)c1CC(C)C,34,7
COc1cccc(C(=O)N[C@@H](Cc2cccnc2)C(=O)N2CCC[C@H]2C(=O)NCCc2ccccc2Cl)c1,67*,71*
Cc1cc2c(nc1C)CCCN2Cc1ccccc1C(F)(F)F,6,-26
CC(C)(C)C(c1nc2ccccc2[nH]1)n1c(Cc2csc3ccccc23)nc2ccccc21 (stereo not drawn),1,12
CCOc1ccc(C2C(C(=O)C3CC3)N3C=C(C#N)C=CC3C2(C#N)C#N)cc1 (stereo not drawn),14,9
CCNC(=O)N1CCN(c2ccc(N3CCN(C(=O)NCC)[C@H](C)C3)c(C)c2)[C@H](C)C1,-1,-17
COc1cc2c(cc1OC)[N+]([O-])=C(c1ccccc1)C2=O,0,-1
c1ccc(-c2ccc3c(n2)CCCN3Cc2ccccn2)cc1,-2,-7
CCc1nc(N=C(N)N)nc2ccccc12,1,9
COC(=O)[C@]12C[C@H](CC(=O)NCCCN3CCCC3=O)C(=O)N(CCC3=CCCCC3)C1=C[C@H](C(C)(C)C)O[C@@H]2C,1,-27

# 3 entries drawn at random from the list so far:
mol,TAAR1 ag,TAAR1 antagonist
CCc1cc2c(nc1CC)CCCN2S(=O)(=O)c1ccc(C(F)(F)F)cc1,-1,-6
COC(=O)c1cc2c(c3c4ccccc4n(S(=O)(=O)c4cccc(C)c4)c13)C(=O)N(Cc1ccc(N(C)C)cc1)C2,0,-1
Cc1ccccc1CN1[C@@H](C)[C@H](c2ccccc2)Oc2cccc(NCCc3ccccc3)c2S1(=O)=O,31,-2
